# Assay outcomes (PubChem BioAssay)
# K1F lysis inhibition = protection from phage-mediated lysis, alamar blue read-out – E. coli UTI89, K1F phage, bacterial capsule biogenesis inhibitors (AID 488966); E. coli UTI89 K1F phage lysis, alamar blue, 2 h; higher % means a stronger effect; inhibition, % at 100 µM; hits with a dose series show IC50 in µM; 340,000 compounds, 0.02% hits;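 active = phage lysis inhibition, versus mean bacterial control, above a set limit; inconclusive = no clear call, values can overlap the other calls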;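 also: capsule biogenesis inhibitors block K1F phage lysis so surviving cells raise fluorescence; higher fluorescence means more inhibition of phage lysis; actives were called in the ten point dose series up to 300 µM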
# T cell modulator = modulates CD8 T cell binding to vesicles; 2C CD8+ T cell-vesicle binding, flow cytometry; hits give low values; calls only at 7 µM; 330,000 compounds, 0.068% hits; AID 2052;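 active = response, share of CD8 T cells binding vesicles, and their 90th percentile fluorescence all below set limits, cut at about 80% in these data, passing the limit was not always enough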
#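 Test system: purified 2C TCR transgenic mouse naive CD8+ T cells. Probe or stimulus: QL9-peptide-loaded Drosophila micro-vesicles bearing Ld, ICAM-1 and B7-1. Incubation: binding step 1.5 h, 37 °C, antibody labelling 20 min, ice. Measured by: flow cytometry of vesicle-bound cells.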
# MgcRacGAP inhibition = MgcRacGAP GTPase-activating activity inhibitors, confirmation, biochemical, ADP Hunter fluorescence | 340,000 compounds, 0.6% hits | MgcRacGAP-stimulated Rac1 GTP hydrolysis, ADP Hunter fluorescence; higher % means a stronger effect; GST-tagged Rac1 F28L mutant substrate | inhibition, % at 30 µM; hits with a dose series show IC50 in µM | AID 624330;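 active = first-screen hits whose inhibition reached a set limit at any dose in the follow-up dose series; inconclusive = inhibition above the set first-screen limit but never retested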;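 also: fluorescence reports GDP produced by GAP-driven GTP hydrolysis; strong numbers were not always called active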
# RSV CPE inhibition = RSV antiviral activity via CPE protection, HEp-2 cells, primary 10 µM value included (AID 2391); HEp-2 cells, RSV-induced CPE inhibition; higher % means a stronger effect; CPE inhibition, % at 10 µM; hits with a dose series show IC50 in µM; 310,000 compounds, 0.13% hits; in the data active = a potency from the dose series; inconclusive = CPE inhibition mostly from about 23% at the one dose, without a potency; inactive = the rest, 99 in 100 with CPE inhibition below about 21%; also: strong numbers were not always called active
# NTR1 agonist = NTR1-driven beta-arrestin-GFP spot formation – imaging, U2OS cells, high content, primary screen (AID 493036). agonist mode. activation, % at 20 µM. 330,000 compounds, 0.17% hits;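 active = activation at or above 40% of the spot to cytoplasm intensity ratio, with at least 20 cells analyzed; inconclusive = wells under 20 cells, flagged as cytotoxic or low count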;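 also: 0% = DMSO without peptide and 100% = 100 nM NTR1 peptide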
# Target sequence (P30989 whole entry, looked up): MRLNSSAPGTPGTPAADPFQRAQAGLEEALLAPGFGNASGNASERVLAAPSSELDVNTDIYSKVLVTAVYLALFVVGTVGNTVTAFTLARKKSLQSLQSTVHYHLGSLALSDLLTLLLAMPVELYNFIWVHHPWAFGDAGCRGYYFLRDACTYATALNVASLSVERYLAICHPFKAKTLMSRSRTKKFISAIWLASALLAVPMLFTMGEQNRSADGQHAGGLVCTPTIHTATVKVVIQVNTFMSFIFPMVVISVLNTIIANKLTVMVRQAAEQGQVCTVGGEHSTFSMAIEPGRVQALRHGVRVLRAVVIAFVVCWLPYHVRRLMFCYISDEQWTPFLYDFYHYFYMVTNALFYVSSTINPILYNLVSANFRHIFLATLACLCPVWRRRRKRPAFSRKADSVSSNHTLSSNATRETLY
# Salmonella PhoP GFP = PhoP-dependent GFP reporter repression – Salmonella Typhimurium, primary screen (AID 1863); S. Typhimurium PhoP-regulated promoter GFP reporter, 4 h; higher % means a stronger effect; inhibition, % at 50 µM, or IC50 in µM where a hit was titrated; 300,000 compounds, 0.16% hits;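 active = inhibition over 29.93%, a cutoff 3 SD above the screen mean, later confirmed by dose response; inconclusive = inhibition over 29.93% but no dose response follow-up; inactive = inhibition at most 29.93% or unconfirmed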;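 also: 0% = low Mg2+ inducing control and 100% = high Mg2+ repressing control; strong numbers were not always called active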
# Myeloid diff 2 = promotes myeloid progenitor differentiation; 360,000 compounds, 1% hits; calls only at 10 µM; ER-HoxA9 myeloid progenitors, lysozyme-GFP differentiation, flow cytometry;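 active = normalized GFP-positive differentiation at or above the plate's own cutoff, the solvent-only control mean plus 3 SD; inconclusive = no clear call, values can overlap the other calls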;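 also: cells exposed to compound for four days before flow analysis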
# SV40 large T antigen = SV40 large T antigen inhibitors, biochemical (AID 1903); 310,000 compounds, 0.39% hits; inhibition, % at 20 µM; hits with a dose series show IC50 in µM; SV40 large T antigen ATPase/helicase inhibition assay; higher % means a stronger effect; in the data active = a potency from the dose series; inconclusive = inhibition mostly from about 32% at the one dose, without a potency; inactive = the rest, 99 in 100 with inhibition below about 32%; also: strong numbers were not always called active
# TNAP activation fold = stimulation of alkaline phosphatase TNAP activity – biochemical, luminescent, no phosphate acceptor, uHTS, primary screen (AID 1001); purified TNAP, luminescent activation assay, no phosphate acceptor; higher activation fold means a stronger effect; activation fold at 20 µM, or EC50 in µM where a hit was titrated; 200,000 compounds, 0.03% hits; in the data active = activation fold from about 3, or a potency from the dose series; inactive = the rest, 99 in 100 with activation fold below about 1.6; also: many of its hits are not listed in these tables
# T cell modulator vesicle-bound % = recorded beside T cell modulator, whose call it bears; double positive events, %; measured here: CD8+ vesicle-bound cell fraction;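 binding gate set so that unloaded-vesicle control wells show 10% double positive cells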
# NTR1 agonist cell count 20 µM = recorded beside NTR1 agonist, whose call it bears; cell count; measured here: cell count, cytotoxicity flag
# Myeloid diff 2 GFP+ MAC1+ % = further read-out of Myeloid diff 2, marked with its call; GFP+ MAC1+ double positive, %; measured here: differentiation confirmed by MAC1 staining
# * hit, by the source's call; i = inactive; ? = inconclusive; / = not tested or not shown; + = active, no number; [ ] = dose if it differs, or a comment.
SMILES,K1F lysis inhibition,T cell modulator,T cell modulator vesicle-bound %,MgcRacGAP inhibition,RSV CPE inhibition,NTR1 agonist,NTR1 agonist cell count 20 µM,Salmonella PhoP GFP,Myeloid diff 2,Myeloid diff 2 GFP+ MAC1+ %,SV40 large T antigen,TNAP activation fold
COc1ccc(Cn2nnnc2C(c2cccs2)N2CCN(c3ccccc3)CC2)cc1 (stereo not given),1.4%,i,7,5%,6.0%,0.6,47,3%,i,0.8,-1%,1
COc1ccc(-c2cc(C(F)(F)F)nc(SCC(=O)NCc3cccs3)n2)cc1,1.6%,i,29,-7%,1.3%,15,73,-8%,i,1.1,6%,0.9
CCc1ccc(NC(=S)N(Cc2ccc(Cl)cc2)Cc2ccc(C(=O)O)cc2)cc1,-0.3%,i,9,2%,7.9%,1.8,43,-5%,i,0.3,3%,1.1
COc1ccccc1NC(=S)NNC(=O)c1cc(C)nn1C,-0.3%,i,61,5%,0.1%,-3.3,83,-9%,i,1.7,21%,1.4
CCCCCCNCC(=O)N1CCC(Cc2ccccc2)CC1,-0.1%,i,36,18%,-1.9%,6.2,40,1%,?,/,23%,/
COc1ccc([N+](=O)[O-])cc1NC(=O)CSc1nccc(C)n1,2.4%,i,41,9%,3.5%,-0.5,56,3%,i,0.3,6%,1
O=C(CSc1nncc2ccccc12)Nc1ccccc1,0.1%,i,43,5%,1.9%,0.3,38,0%,i,0.2,7%,/
O=C(Cn1c(-c2cscn2)nc2ccccc21)Nc1cc(F)ccc1F,3.1%,i,12,5%,0.0%,2.1,79,-2%,i,6.9,11%,1.1
Cc1cccn2c(NC(=O)c3cccs3)c(-c3ccccc3)nc12,0.1%,i,16,8%,1.1%,1.7,55,5%,i,0.6,7%,1.1
COC(=O)C(N)Cc1ccc(O)c(O)c1 (stereo not given),1.6%,i,30,14%,1.3%,-0.2,41,8%,i,0.9,21%,0.5
COc1ccc2c(c1)-c1ccccc1S(=O)(=O)N2C,-0.4%,i,15,15%,3.1%,-2.6,73,-6%,i,0.6,-1%,1.1
O=S(=O)(Nc1ccccc1N1CCCCC1)c1ccc(F)cc1,/,i,41,/,2.2%,3.9,42,4%,i,0.2,10%,/
Cc1cccc(C(=O)NC(=S)NNC(=O)COc2c(C)cccc2C)c1,-0.6%,i,42,1%,0.6%,4.9,51,-13%,i,0.7,5%,1.1
COc1ccc(-c2sccc2C(C)C(=O)O)cc1 (stereo not given),0.0%,i,8,2%,1.5%,-0.4,71,-7%,i,0.2,6%,1.1
Cc1ccc(NC(=O)COC(=O)/C=C/c2cccs2)c(C)c1,-7.8%,i,6,-4%,1.9%,2.9,49,-2%,i,0.5,3%,1
O=C(CSc1nnc(COc2ccccc2)o1)c1ccccc1,0.1%,i,40,1%,5.0%,3.1,85,-1%,i,3.1,5%,1.2
CCc1ccc(NC(=O)C2CCCN(S(=O)(=O)c3ccc4c(c3)CC(C)N4C(C)=O)C2)cc1 (stereo not given),11%,i,36,3%,1.7%,3.8,63,/,i,3.0,/,/
CNC(C)C(=O)NC(C(=O)N1CCCC1C(=O)NNc1ccccc1)C(C)C (stereo not given),-0.2%,i,28,4%,-1.6%,-0.6,56,/,i,0.2,/,/
Cc1ccc(NC(=O)[C@H](C)NC(=O)C2CCN(C(=O)[C@@H](N)C(C)C)CC2)cc1,0.5%,i,38,-18%,1.0%,1.9,88,-2%,i,0.8,19%,/
O=S(=O)(NC1CCCCC1)c1ccc(-c2csnn2)s1,8.2%,i,16,7%,0.6%,-1.8,54,28%,i,0.8,17%,1.1
Oc1[nH]c(=S)sc1C=C1N=c2ccccc2=N1,/,i,36,/,-0.1%,0.5,48,8%,i,0.1,14%,/
CCN(CC)CCN(C(=O)c1c(F)cccc1F)c1nc2cc(C)cc(C)c2s1,-0.1%,i,32,8%,-0.4%,1.8,62,-4%,i,0.5,7%,1
Cc1cc(NC(=O)c2cc(-c3cccs3)nc3ccccc23)no1,12%,i,47,0%,4.8%,0.2,95,11%,i,2.5,10%,1
Cc1cccc(NC(=O)CSCC(=O)Nc2ccc(S(=O)(=O)N3CCCC3)cc2)c1,1.4%[50 µM],i,59,7%,-0.3%,-0.3,65,10%,i,0.7,9%,/
O=C(N/N=C/c1cccc(Oc2ccccc2)c1)c1ccccc1F,0.3%,i,59,12%,-0.9%,-0.3,73,-3%,i,1.6,23%,/
CCn1nnc(C(=O)O)c1C(=O)O,3.2%,i,50,0%,0.1%,1.0,75,-11%,i,0.9,7%,1
O=C(COC(=O)c1cccnc1SC(F)F)NC1CC1,0.5%[50 µM],i,28,1%,2.0%,-0.9,57,/,i,0.3,/,/
Cc1ccccc1OCC(=O)NC1CCCCCCC1,0.5%,i,20,2%,8.7%,2.1,42,-1%,i,0.4,28%,/
CCOc1c2ccc(C(=O)NCc3ccc(C(F)(F)F)cc3C(F)(F)F)cc2nn1C,-0.6%,i,33,4%,-0.7%,-1.9,64,10%,i,1.2,6%,1
Nc1nnc(SCC(=O)NC2CCCC2)s1,0.6%,i,41,9%,3.7%,-0.6,69,-5%,i,0.2,10%,/
COc1cc2c(cc1OC)/C(=C/C(=O)N1CCOCC1)NC(C)(C)C2,/,i,40,/,0.1%,0.2,67,-6%,/,/,12%,1.1
CC(=O)Nc1ccc(S(=O)(=O)N(C)CC(=O)NCCOc2ccccc2)cc1,0.4%[50 µM],i,43,1%,/,1.2,51,/,i,0.0,/,/
COc1ccc(OC)c(S(=O)(=O)Nc2cccc(-c3ccc4nncn4n3)c2)c1,0.1%,i,44,7%,3.6%,-0.4,77,0%,i,0.4,15%,1.1
Nc1nccc(-c2ccc(-n3cnc4ccccc43)cc2)n1,-0.1%,i,24,8%,2.5%,1.4,57,3%,i,0.2,17%,1
COc1ccc(S(=O)(=O)n2c(CCN3CCOCC3)nc3ccccc32)cc1,-0.1%,i,24,6%,0.2%,-1.9,75,-4%,i,1.2,1%,1.1
O=C(CCCOc1ccc(Cl)cc1Cl)NCCc1ccccn1,0.8%,i,18,2%,2.2%,-0.6,49,-2%,i,0.9,14%,/
O=C(N/N=C\c1ccco1)c1cncc(Br)c1,/,i,47,/,-0.2%,-0.8,96,4%,/,/,-19%,0.9
COc1ccc(NC(=O)CN2CCN(c3nc(-c4cccc(OC)c4)cs3)CC2)cc1,0.1%,i,49,8%,20%,4.2,84,3%,i,3.4,8%,1.1
Cc1csc(SCC(=O)NC(=O)NC(C)(C)C)n1,-0.5%,i,56,5%,1.0%,0.2,37,2%,i,0.2,25%,1.1
O=C(NCc1ccco1)c1ccccc1Br,0.5%,i,65,4%,0.6%,-1.7,89,1%,i,0.5,4%,1.1
CN(C)CC(C)(C)CNS(=O)(=O)CC12CCC(CC1=O)C2(C)C (stereo not given),0.3%,i,39,5%,0.2%,1.1,81,2%,i,1.0,4%,1.1
CCCc1cc(=O)oc2cc(C)cc(OCC(=O)NCC(O)c3ccccc3)c12 (stereo not given),0.2%,i,38,7%,0.6%,0.7,66,-9%,i,0.3,12%,/
COc1ccc2ccc(=O)oc2c1CC(=O)C(C)C,0.2%,i,16,0%,/,-1.6,60,/,i,1.3,/,/
COc1cc(NC(=O)c2cccc(F)c2)ccc1NC(=O)c1cc2ccccc2o1,-0.3%,i,31,/,40%,4.7,106,2%,i,0.7,26%,/
CCOC(=O)c1ccc(NC(=O)NCc2c(C)nn(CC)c2C)cc1,0.1%,i,60,6%,2.0%,-0.1,59,-2%,i,0.4,9%,1.3
O=C(Nc1ccccc1N(C(=O)c1ccco1)S(=O)(=O)c1cccs1)c1ccco1,0.6%,i,40,-3%,2.6%,-0.2,55,-9%,i,0.5,7%,1.2
CC(C)CC(NS(=O)(=O)OCC(Cl)(Cl)Cl)c1ccccc1 (stereo not given),-0.2%,i,13,6%,-0.7%,5.5,105,12%,i,0.4,10%,/
Cc1ccc(C(=O)C[n+]2cccc3cc(C)ccc32)cc1,-0.4%,i,47,-1%,2.7%,-0.6,47,-5%,+,0.4*,4%,1
Cc1nn(CC(=O)NCCCN2C(C)CCCC2C)c(=O)c2cc3occc3n12 (stereo not given),0.1%,i,23,13%,/,-0.4,67,0%,i,0.0,5%,/
O=C(Cn1cc([N+](=O)[O-])ccc1=O)NCc1ccc(Cl)cc1Cl,0.0%,i,64,2%,1.8%,0.1,76,-5%,i,1.7,15%,/
COC(=O)C1=C(C(=O)OC)[C@@H]2N(C)c3ccc(OC)cc3[C@@]23C[C@@H](C(=O)OC)N(C(=O)COCc2ccccc2)C3=N1,/,i,19,/,1.8%,2.4,85,-12%,/,/,11%,/
COc1ccc(CCNC(=O)c2cccc(-n3cnnn3)c2)cc1,3.2%,i,50,0%,/,-0.3,45,/,i,0.9,/,/
CN(Cc1ccccc1)C(=O)c1[nH]cnc1C(=O)NCC(=O)OC(C)(C)C,0.2%,i,60,5%,0.0%,0.1,69,6%,i,0.5,16%,/
COCCNC(=O)C(c1ccc(C)o1)N(CC1CCCO1)C(=O)Cn1nnc2ccccc21 (stereo not given),5.8%,i,36,0%,0.5%,-2.8,33,-4%,i,1.1,3%,1.1
CCOC(=O)C1CN(S(C)(=O)=O)c2cc(CC(=O)OC)ccc2O1 (stereo not given),0.5%,i,65,1%,0.8%,-0.4,44,-5%,i,0.2,12%,0.9
CC(NC(=S)NC1CCC(C(C)(C)C)CC1)c1ccccc1 (stereo not given),0.5%,i,61,3%,0.8%,4.9,58,2%,i,1.8,8%,/
